High-throughput results: PubChem, National Center for Advancing Translational Sciences (NCATS)
TR SRC2 fluor cs – counter-screen for TRb-SRC2 inhibitors: fluorescence interference. TRb/SRC2 Texas Red total fluorescence interference. 280,000 tested, 0.29% active. Potency, µM (titrated, usually from 106 µM), inactives show at the highest dose fluorescence change, negative = quenching. AID 1479; active = well fitted curve in either direction with a large enough effect; inconclusive = small, poorly fitted or top-dose-only effect
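Flags fluorescent or light-absorbing compounds by total fluorescence, S + 2P, at 555 nm excitation and 632 nm emission. Mixture: 20 nM Texas Red SRC2 peptide, 0.6 uM human TRb LBD, 1 uM T3, 5% DMSO; compound exposure 5 h at ambient temperature.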
RGS12 GoLoco inh – RGS12 GoLoco-Gai1 interaction inhibition; AID 880; 230,000 tested, 0.44% active; Gai1:RGS12 GoLoco peptide FP, rhodamine, 10 min; P63096; Potency, µM (highest dose often 61.6 µM), inactives show at the highest dose activity, negative = inhibition, most hits filed as inhibitors; active = well fitted inhibition curve with a large enough effect, not every such curve was filed as active; inactive = no such curve, though single readings can be large or run the other way; note: nearly all actives have a fitted effect of over 30% in size; many of its hits are not listed in these tables
Target sequence (P63096 whole entry, looked up): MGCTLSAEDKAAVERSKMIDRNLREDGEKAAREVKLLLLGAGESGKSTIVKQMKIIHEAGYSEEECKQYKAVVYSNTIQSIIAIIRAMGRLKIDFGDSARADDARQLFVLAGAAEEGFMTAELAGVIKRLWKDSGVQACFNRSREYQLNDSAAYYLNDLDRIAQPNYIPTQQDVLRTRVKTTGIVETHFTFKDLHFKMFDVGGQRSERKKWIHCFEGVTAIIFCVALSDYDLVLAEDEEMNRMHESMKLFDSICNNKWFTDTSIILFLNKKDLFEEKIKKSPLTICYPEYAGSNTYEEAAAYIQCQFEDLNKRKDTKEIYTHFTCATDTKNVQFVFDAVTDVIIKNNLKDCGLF
KDM4E inh – blocks human JMJD2E demethylase activity; 230,000 tested, 1.6% active; JMJD2E catalytic domain, FDH-coupled NADH fluorescence (FDH is formaldehyde dehydrogenase); B2RXH2; AID 2147; Potency, µM (doses to about 57.1 µM), inactives show top-dose activity change, negative = inhibition, most hits filed as inhibitors; active = well fitted inhibition curve with a large enough effect, not every such curve was filed as active; inconclusive = small, poorly fitted or top-dose-only effect, or another doubt; inactive = no such curve, though single readings can be large or run the other way;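 note: 0% = wells with enzyme and -100% = buffer wells without enzyme; nearly all actives have a fitted effect of over 50% in size; many of its hits are not listed in these tables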
Target sequence (B2RXH2 1-337 limits assumed): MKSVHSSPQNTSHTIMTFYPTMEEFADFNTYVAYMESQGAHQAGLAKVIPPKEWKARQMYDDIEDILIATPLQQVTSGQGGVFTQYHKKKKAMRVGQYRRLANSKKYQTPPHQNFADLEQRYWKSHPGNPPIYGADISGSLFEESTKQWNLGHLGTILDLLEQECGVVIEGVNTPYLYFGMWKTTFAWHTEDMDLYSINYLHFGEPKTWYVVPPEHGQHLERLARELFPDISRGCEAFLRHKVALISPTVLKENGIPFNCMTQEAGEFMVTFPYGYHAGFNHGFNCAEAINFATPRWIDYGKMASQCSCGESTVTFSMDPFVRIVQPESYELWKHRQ
Tau fibril ThT – tau fibrillization inhibition (ThT binding); P10636; recombinant tau K18 P301L, heparin-induced fibrillization, ThT fluorescence; Potency, µM (highest dose often 57.4 µM), for the others: at the highest dose activity, negative = inhibition, hits mostly inhibitors; 270,000 tested, 2.1% active; note: nearly all actives have a fitted effect of over 55% in size
Target sequence (P10636 561-689 P618L limits assumed): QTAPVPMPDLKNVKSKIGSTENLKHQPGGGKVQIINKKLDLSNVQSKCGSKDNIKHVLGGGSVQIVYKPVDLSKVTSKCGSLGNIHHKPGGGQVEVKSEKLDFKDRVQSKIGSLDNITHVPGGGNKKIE
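Using a mix of unlabeled (15 uM) and Alexa 594-labeled (0.24 uM) tau K18 P301L, heparin-triggered fibrillization over 6 hr at 37 C was scored by ThT fluorescence.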
L3MBTL1 inh – L3MBTL1 (human) inhibition; Q9Y468; AlphaScreen L3MBTL1–H3K9me1 peptide binding; Potency, µM (doses to about 57.1 µM), without a hit: top-dose activity, negative = inhibition, usual class: inhibitors; 230,000 tested, 0.66% active; AID 485360; note: nearly all actives have a fitted effect of over 60% in size
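L3MBTL1 (50 nM) pre-complexed 30 min with biotinylated H3(1-15)K9me1 peptide (75 nM), then compounds added for 30 min at room temperature; AlphaScreen streptavidin donor/nickel chelate acceptor beads (10 ug/mL final) read after 30 min dark incubation.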
Tau fibril FP – inhibitors of human tau fibril formation; K18 P301L tau heparin fibrillization, Alexa594 FP, 6 h; Potency, µM (top dose mostly 57.7 µM), for inactives: at the highest dose activity, negative = inhibition, actives largely listed as inhibitors; 280,000 tested, 0.39% active; note: nearly all actives have a fitted effect of over 55% in size
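Steps: dispense K18 P301L tau (15 uM plus 0.24 uM Alexa 594 tracer, final) in pH 7 sodium acetate; add compound; add heparin (20 uM final); incubate 6 hr, 37 C; add ThT (30 uM final); after 1 hr ambient, read FP.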
RECQ1 inh – inhibitors of human RECQ1 DNA helicase | P46063 | RECQ1 DNA unwinding, red fluorescence kinetic read | Potency, µM (doses to about 57.3 µM), without a hit: top-dose activity, negative = inhibition, most hits filed as inhibitors | 240,000 tested, 0.54% active;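 note: plate controls were vehicle for no effect and no enzyme for full effect; nearly all actives have a fitted effect of over 30% in size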
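50 nM RECQ1T1 preincubated 15 min with compound in Tris pH 8.0 buffer with MgCl2, DTT, Tween-20 and 2.5 ug/ml poly(dI-dC); started with 200 nM TAMRA/BHQ-2 forked duplex and 2 mM ATP. Unwinding read as fluorescence (525/598 nm), two reads 2 h apart.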
TRb SRC2 PPI – disrupts binding of human TR beta to SRC2; TRbeta-SRC2 peptide binding, fluorescence polarization; receptor liganded with 1 µM T3; Potency, µM (doses to about 106 µM), inactives show at the highest dose activity change, negative = inhibition, actives largely listed as inhibitors; 280,000 tested, 0.065% active; AID 1469;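 note: plate controls were bound peptide for no effect and peptide without receptor for full effect; nearly all actives have a fitted effect of over 50% in size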
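Polarization signal, normalized between peptide-alone and full complex controls, measured compound effects on T3-liganded human TRb LBD (0.6 uM) binding 20 nM Texas Red SRC2 peptide after 5 hr.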
* hit, by the source's call; i = inactive; u = inconclusive; x = not tested or not shown; [ ] = dose if it differs, or a comment. Unless noted, calls come from the whole dose curve; as a rule, active = well fitted curve in the direction sought with a large enough effect; inconclusive = small, poorly fitted or top-dose-only effect, or another doubt; inactive = no such curve, though single readings can be large; an effect the other way counts as inactive or inconclusive. Unless noted, % is set by controls: 0 for no effect and ±100 for the full control effect; potency is the fitted concentration of half-maximal effect. Only part of the results is shown; the hit share may differ from the screen's.

Second line of a record – TR SRC2 fluor cs	RGS12 GoLoco inh	KDM4E inh	Tau fibril ThT	L3MBTL1 inh	Tau fibril FP	RECQ1 inh	TRb SRC2 PPI
COc1ccc(NS(=O)(=O)CC23CCC(CC2=O)C3(C)C)cc1 (centres undefined)
  -2%	-6%	1%	0%	31%[activator]	1%	-12%	-19%
CC1(C)C/C(=N\O)c2cc3c(nc2C1)CCCC3
  0%	8%	8%	-10%	x	-6%	i	6%
CCN(CCn1cccn1)Cc1c(C(=O)N2C[C@@H](C)O[C@@H](C)C2)nc2ccc(Cl)cn12
  -2%	13%	-2%	2%	-21%	5%	19%	-1%
COc1ccc(NC2CC(=O)N(CCc3ccccc3)C2=O)cc1 (centres undefined)
  -2%	4%	-5%	u	-6%	-6%	-1%	-8%
O=C(Cc1ccccc1)n1nc(-c2ccco2)nc1SCc1ccccc1
  -5%	-7%	-5%	-13%	x	-2%	-9%	-2%
COc1cc(C2C(C(=O)c3ccc(C)o3)=C(O)C(=O)N2c2cc(C)on2)cc(OC)c1OC (centres undefined)
  1%	2%	7%	-2%	9%	-11%	i	-24%
Cc1cc(C)c(NC(=O)CCCN2CCOCC2)c(C)c1
  -1%	-3%	4%	1%	x	-2%	-1%	8%
CC1CC2C3CCC4=CC(=O)C=C[C@@]4(C)[C@]3(F)C(O)C[C@]2(C)[C@]1(O)C(=O)COP(=O)(O)O (some centres undefined)
  -1%	-1%	-9%	u	x	-12%	17%	2%
C=CCc1c(C)nc2nc(SCC(=O)Nc3cccc(Cl)c3)nn2c1C
  -2%	x	x	-17%	x	-5%	x	4%
O=C(Nc1ncnc2sc3c(c12)CCCCC3)c1ccco1
  2%	-3%	u	4%	-4%	3%	-14%	-12%
O=C(O)CNC(=O)CCCn1nnc2ccccc2c1=O
  0%	3%	-1%	-7%	11%	-3%	0%	4%
Cc1ccc(Nc2ccc(N)cc2S(=O)(=O)O)cc1
  -1%	19%	u	u	u	-8%	u	0%
CCOc1cc(C)c(C(C)C)cc1S(=O)(=O)n1ccc(C)n1
  -2%	-3%	-4%	-6%	x	8%	-4%	-8%
CC(C)(C)C(=O)Nc1ccc(C(=O)NNC(=O)Cc2ccccc2)cc1
  -3%	2%	-2%	-10%	4%	-9%	-4%	0%
c1ccc(-n2nnnc2NCCCN2CCOCC2)cc1
  -4%	0%	-1%	-10%	x	1%	i	2%
C[C@@H]1[C@H](C)CC[C@@]2(C(=O)O)CC[C@]3(C)C(=CC[C@H]4[C@@]5(C)CC[C@@H](O)C(C)(C)[C@@H]5CC[C@@]43C)[C@@H]12
  u	10%[21.6 µM]	0%[25.5 µM]	x	x	x	12%[25.9 µM]	-6%[53 µM]
COc1ccc(C(=O)NCc2ccc(C(=O)NCC(OC)OC)cc2)cc1OC
  0%	2%	-1%	-9%	x	7%	1%	-2%
C=Cc1ccc(Cn2c(C(=O)O)c(CNCc3ccccc3)c3ccc(C)cc32)cc1
  -3%	x	x	-16%	x	2%	x	-6%
CCOc1ccc(CCNC(=O)C2CCCN(c3nn4c(=O)cc(C)nc4s3)C2)cc1 (centres undefined)
  -3%	4%	-6%	7%	x	15%	-3%	-13%
CN1CCN(C(=O)NCC23CC4CC(CC(C4)C2)C3)CC1
  -1%	6%	3%	-8%	-5%	12%	i	13%
COc1cc(NC(=O)CSc2nc3c(c(=O)[nH]2)CCCC3)cc(OC)c1OC
  0%	-4%	-4%	1%	x	-4%	-6%	3%
COc1cc(SC)ccc1C(=O)NCCOc1ccc(Cl)cc1
  1%	-1%	-7%	u	19%	6%	-7%	-4%
Cn1c(-c2ccccc2O)cc2ccccc21
  1%	4%	u	u	-7%	6%	u	-18%
Cc1nn(-c2ccccc2)c2c1N(CCCC(=O)NCc1ccc(OC(C)C)cc1)C(=O)CS2
  -15%	x	x	u	x	3%	x	4%
COC(=O)Nc1nnc(-c2ccco2)s1
  0%	0%	u	x	x	-2%	-4%	0%
Cc1ccc2[nH]c(=O)c(CN(Cc3ccc4c(c3)OCO4)Cc3nnnn3C3CCCC3)cc2c1
  0%	3%	u	1%	x	8%	13%	4%
CCS(=O)(=O)NCCCCc1ccccc1
  3%	2%	1%	2%	x	4%	-11%	-2%
O=C(O)c1ccc(COc2ccccc2/C=C2\NC(=O)N(Cc3ccccc3)C2=O)cc1
  -3%	13%	u	-7%	4%	0%	17%	13%
O=C(CCc1ccccc1)NNC(=O)Cc1ccccc1
  1%[53 µM]	5%	7%	-5%	2%	-1%	16%	-4%[53 µM]
CC(C)C(=O)N(c1ccc(F)cc1)C1C=CS(=O)(=O)C1 (centres undefined)
  -2%	x	5%	u	-2%	-5%	i	-1%

Three entries from above, as labelled records:
Compound: CN1CCN(C(=O)NCC23CC4CC(CC(C4)C2)C3)CC1
  TR SRC2 fluor cs: -1%
  RGS12 GoLoco inh: 6%
  KDM4E inh: 3%
  Tau fibril ThT: -8%
  L3MBTL1 inh: -5%
  Tau fibril FP: 12%
  RECQ1 inh: i
  TRb SRC2 PPI: 13%

Compound: COc1cc(NC(=O)CSc2nc3c(c(=O)[nH]2)CCCC3)cc(OC)c1OC
  TR SRC2 fluor cs: 0%
  RGS12 GoLoco inh: -4%
  KDM4E inh: -4%
  Tau fibril ThT: 1%
  L3MBTL1 inh: x
  Tau fibril FP: -4%
  RECQ1 inh: -6%
  TRb SRC2 PPI: 3%

Compound: Cc1nn(-c2ccccc2)c2c1N(CCCC(=O)NCc1ccc(OC(C)C)cc1)C(=O)CS2
  TR SRC2 fluor cs: -15%
  RGS12 GoLoco inh: x
  KDM4E inh: x
  Tau fibril ThT: u
  L3MBTL1 inh: x
  Tau fibril FP: 3%
  RECQ1 inh: x
  TRb SRC2 PPI: 4%

Remaining list, next part:
Second line of a record – TR SRC2 fluor cs	RGS12 GoLoco inh	KDM4E inh	Tau fibril ThT	L3MBTL1 inh	Tau fibril FP	RECQ1 inh	TRb SRC2 PPI
Cc1cc(C(=O)Nc2cccnc2)no1
  -2%	-13%	3%	3%	7%	-8%	-2%	5%
COc1ccc(/C(C)=N/NC(=O)c2ccccc2N)cc1
  -5%	3%	u	-18%	-4%	6%	-1%	4%
CNc1nc(SC)nc(N2CCOCC2)n1
  0%	12%	2%	-8%	8%	2%	-1%	-1%
CCOC(=O)c1c(NC(=O)CCCN2CCOCC2)sc2c1CC(C)(C)OC2
  5%	15%	-7%	-7%	1%	2%	-7%	0%
Cc1cccnc1NC(=O)COc1ccc2oc3c(c2c1)CCCC3
  -2%	5%	-6%	u	13%[11.4 µM]	1%	3%	10%
CCC(=O)N1CCCc2ccccc21
  -3%	7%	2%	x	x	0%	-14%	5%
O=C(NC1CCS(=O)(=O)C1)Oc1ccc(Cl)cc1 (centres undefined)
  2%	1%	-5%	-7%	x	11%	0%	-3%
CSc1ncc(Cl)c(C(=O)N(C)c2ccccc2)n1
  9%	x	x	-11%	x	-1%	x	-7%
CSc1ccc(S(=O)(=O)Nc2ccc(N3CCOCC3)c(Cl)c2)cc1
  -1%	6%	2%	-16%	x	6%	i	2%
CCC(CO)NC1=C([N+](=O)[O-])C(=O)CC(C)(C)C1 (centres undefined)
  -5%	1%	-8%	-2%	8%	-2%	-1%	7%
O=C(NCc1cccnc1)c1ccc(CS(=O)(=O)Cc2ccc(Cl)cc2)o1
  -1%	1%	0%	-10%	3%	4%	-5%	-20%
c1ccc(-c2nnc(CSc3nnc(-c4cccs4)o3)o2)cc1
  -1%	6%	3%	-4%	4%	1%	0%	3%
Cc1ccc(/C=N/NC(=O)CN2C(=O)CSc3ccccc32)o1
  -1%	-13%	-2%	x	x	4%	i	2%
Cn1c(=O)c(=O)n(C)c2cc(S(=O)(=O)CCC(=O)Nc3ccc(F)cc3)ccc21
  -2%	x	x	-2%	1%	-2%	x	2%
C/C=C(/C)C(=O)OC1C(OC(C)=O)[C@@]2(CO)C(O)C[C@@]3(C)C(=CCC4[C@@]5(C)CCC(OC6OC(C(=O)O)[C@@H](O[C@@H]7OC(CO)C(O)C(O)C7O)C(O)[C@H]6O[C@@H]6OC(CO)C(O)C(O)C6O)[C@](C)(CO)C5CC[C@@]43C)C2CC1(C)C (some centres undefined)
  1%	3%	u	-8%	x	3%	1%	3%
COc1cc(NC(=O)c2cc3c(s2)-c2ccccc2OC3)cc(OC)c1OC
  0%	x	x	u	x	9%	x	6%
Cc1ccc(Cn2ccc(NC(=O)c3nc4ncccn4n3)n2)cc1
  1%	-1%	0%	10%	x	5%	10%	-14%
O=C(COc1ccccc1[N+](=O)[O-])Nc1ccc(NC(=O)c2cc3ccccc3o2)cc1
  -1%	-8%	-2%	u	-10%	-1%	i	-9%
CC1=C(C(=O)Nc2ccc(Cl)cc2)C(C(C)C)n2nc(SCc3cccc(C)c3)nc2N1 (centres undefined)
  -1%	x	x	5%	x	-10%	x	-6%
CCOC(=O)N1CCN(S(=O)(=O)N2CCCC(C(=O)NCc3cc(OC)ccc3OC)C2)CC1 (centres undefined)
  -2%	x	x	1%	x	-7%	x	-2%
Cc1cc(C(=O)COC(=O)c2ccc(O)cc2)c(C)n1CC1CCCO1 (centres undefined)
  1%	9%	0%	-9%	-13%	-1%	i	2%
O=C(O)COc1cccc2ccccc12
  3%	-13%	u	-5%	x	-10%	30%	-17%
CC1=Nc2cc(C(=O)NC3CCCCC3)ccc2Sc2ccc(Cl)cc21
  -11%	x	x	-9%	x	6%	x	-1%
O=C1Nc2ccccc2N(O)N1c1ccc(Cl)c(Cl)c1
  -3%	4%	0%	-6%	-10%	5%	-1%	0%
O=C(O)COCC(=O)NCc1csc2ccc(Cl)cc12
  -1%	4%	-5%	x	x	-6%	-2%	3%
COc1ccc(NC(=O)c2cc(S(=O)(=O)N(C)C)ccc2N2CCCC2)cc1Cl
  -1%[53 µM]	4%	u	1%	-1%	0%	-4%	4%[53 µM]
CCOc1ncccc1C(=O)Nc1ccc2c(C)cc(=O)oc2c1
  -2%	8%	10%	-12%	6%[11.4 µM]	10%	-1%	-4%
Cc1cc(C(=O)Nn2c(C3CCCCC3)nc3ccccc3c2=O)ccc1[N+](=O)[O-]
  0%	-7%	-3%	-4%	7%	-2%	25µM*	10%
COc1cc(NC(=O)CN(C)S(=O)(=O)c2ccc(C)cc2)cc(OC)c1
  1%	-1%	0%	-9%	x	6%	-2%	11%
